# High-throughput results deposited in PubChem by The Scripps Research Institute Molecular Screening Center.
# MBD2 inh = inhibitors of MBD2 binding to methylated DNA, primary screen, biochemical, TR-FRET, DNA-binding domain, human. Methyl-CpG-binding domain protein 2 (Homo sapiens), Q9UBB5. MBD2 binding to methylated oligonucleotide. inhibition, % at 4.4 µM. 0.31% of 370,000 active; in the data active = inhibition above about 13%
# UHRF1 binding = UHRF1 methylated DNA binding inhibitors, primary screen, counter-screen for MBD2 inhibitor project, biochemical, TR-FRET, human UHRF1, single concentration; UHRF1 binding to methylated oligo; AID 687016, 2013; E3 ubiquitin-protein ligase UHRF1 (Homo sapiens), Q96T88; inhibition, % at 4.4 µM; 0.75% of 370,000 active; in the data active = inhibition above about 21%;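 note: UHRF1 SRA domain binding a hemimethylated CpG hairpin DNA probe; 0% = median of test compound wells and 100% = reference inhibitor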
# Target sequence (Q96T88 whole entry, looked up, the tested form may be a part): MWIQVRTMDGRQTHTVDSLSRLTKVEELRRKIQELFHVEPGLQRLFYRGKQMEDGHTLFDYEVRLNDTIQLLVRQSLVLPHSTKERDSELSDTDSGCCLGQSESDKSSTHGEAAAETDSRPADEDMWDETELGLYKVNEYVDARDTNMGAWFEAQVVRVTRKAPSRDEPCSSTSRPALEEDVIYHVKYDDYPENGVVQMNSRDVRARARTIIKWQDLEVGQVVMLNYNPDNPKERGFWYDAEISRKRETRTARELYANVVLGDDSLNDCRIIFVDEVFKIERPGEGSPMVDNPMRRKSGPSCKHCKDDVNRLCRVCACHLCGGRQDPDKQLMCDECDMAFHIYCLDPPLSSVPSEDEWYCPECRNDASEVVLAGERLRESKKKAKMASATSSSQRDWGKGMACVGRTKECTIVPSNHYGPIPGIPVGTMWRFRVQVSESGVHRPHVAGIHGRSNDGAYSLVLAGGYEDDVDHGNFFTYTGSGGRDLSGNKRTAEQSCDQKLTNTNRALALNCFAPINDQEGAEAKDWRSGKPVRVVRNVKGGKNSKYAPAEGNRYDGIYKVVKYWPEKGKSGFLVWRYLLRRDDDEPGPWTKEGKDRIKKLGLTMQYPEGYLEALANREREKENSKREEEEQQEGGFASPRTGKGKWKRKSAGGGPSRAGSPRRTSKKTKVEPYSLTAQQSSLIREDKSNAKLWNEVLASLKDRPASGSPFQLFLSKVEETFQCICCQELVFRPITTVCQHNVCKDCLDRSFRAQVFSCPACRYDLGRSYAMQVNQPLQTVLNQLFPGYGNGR
# PRMT1 inh = PRMT1 methyltransferase inhibitors, primary screen, biochemical, fluorescence polarization. Protein arginine N-methyltransferase 1 (Homo sapiens), Q99873. recombinant PRMT1, activity-based probe fluorescence polarization. inhibition, % at 2.79 µM. 1.3% of 370,000 active. AID 652257, 2013;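 active = inhibition above about 21% made by adding two undisclosed values, limit read from the data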
# SIAE primary = human SIAE inhibitors, primary screen, biochemical, fluorescence polarization, FP-Rh probe, 1536-well HTS; inhibition, % at 9.66 µM; Sialate O-acetylesterase (Homo sapiens), Q9HAT2; SIAE FP-Rh probe binding; 0.69% of 370,000 active; AID 1053197, 2014;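 active = inhibition above a cutoff: mean of compounds within the control limits plus 3 SD of those, cut at about 17% in these data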;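 note: 0% = plate median of compound wells and 100% = probe without SIAE protein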
# proKLK7 act = proKLK7 zymogen activators, primary screen, biochemical, fluorescence intensity. Kallikrein-7 (Homo sapiens), P49862. purified proKLK7, EDANS-DABCYL substrate fluorescence; 100% is mature enzyme control, 0% vehicle. activation, % at 7 µM. 0.9% of 370,000 active. AID 652039, 2013;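 active = activation above the mean of all tested compounds plus 3 SD, computed per campaign excluding outliers beyond control limits, cut at about 13% in these data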
# Target sequence (P49862 whole entry, looked up): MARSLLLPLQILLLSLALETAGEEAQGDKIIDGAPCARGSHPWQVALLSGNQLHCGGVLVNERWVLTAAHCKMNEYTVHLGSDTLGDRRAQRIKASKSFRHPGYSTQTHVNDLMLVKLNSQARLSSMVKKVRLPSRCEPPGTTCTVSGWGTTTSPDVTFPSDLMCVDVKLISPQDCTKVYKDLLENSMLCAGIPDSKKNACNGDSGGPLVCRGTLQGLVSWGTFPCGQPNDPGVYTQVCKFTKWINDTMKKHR
# TCR CD3 inh = inhibitors of human TCR-CD3 interaction, primary screen, biochemical, fluorescence, TAMRA-labeled TCR probe | inhibition, % at 9.4 µM | 0.37% of 360,000 active | T-cell receptor (TCR); in the data active = inhibition above about 19%;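 note: recombinant mutant TCR 2C K166C tagged with TAMRA read by polarization; 0% = receptor in buffer alone and 100% = receptor with positive control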
# DDE Tn6 FP inh = inhibitors of Tn6 peptide binding to fibrin DD(E), primary screen, biochemical, fluorescence polarization, human fibrin, Tn6 probe; 0.21% of 370,000 active; Fibrinogen beta chain (Homo sapiens), P02675; inhibition, % at 8.3 µM; AID 720509, 2013; Fibrin DD(E) TRITC-Tn6 fluorescence polarization displacement;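 active = inhibition above a per-campaign cutoff: mean of compounds within control limits plus 3 SD, cut at about 15% in these data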;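 note: 0% = median of all compound wells on the plate and 100% = blocking peptide control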
# LEDGF integ inh = blockers of LEDGF/p75-dependent integrase strand transfer – biochemical, TR-FRET, high throughput, primary screen; HIV-1 integrase (with human LEDGF/p75); TR-FRET IN-LEDGF/p75 DNA integration, Eu/Cy5; 0.64% of 370,000 active; inhibition, % at 3.7 µM; AID 743269, 2014;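 active = inhibition above the screen-wide mean plus 3 SD, cut at about 13% in these data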;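 note: signal is the Cy5 over europium emission ratio at 671 and 618 nm; 0% = plate median of compound wells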
# TDP2 inh = human TDP2 enzyme inhibitors, primary screen, biochemical, epi absorbance, recombinant enzyme; Tyrosyl-DNA phosphodiesterase 2 (Homo sapiens), O95551; T5PNP hydrolysis, p-nitrophenol absorbance 415 nm; inhibition, % at 12.8 µM; 0.34% of 370,000 active; AID 720702, 2013;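 active = inhibition above the mean of all tested compounds plus 3 SD, set per campaign, cut at about 25% in these data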;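 note: 0% = DMSO with enzyme and 100% = buffer with substrate but no TDP2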
#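 System – recombinant human TDP2 · Quantity – TDP2 enzyme at 120 nM final · Doses – single concentration, 12.8 µM nominal, with 1% DMSO · Incubation – 2 h at 37 °C · Measured by – epi absorbance of p-nitrophenol freed from T5PNP by hydrolysis · Read-out – % inhibition relative to enzyme-containing and enzyme-free wells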
# Tn7 DDE FP = inhibitors of Tn7 peptide binding to fibrin DD(E), primary screen, biochemical, fluorescence polarization, human fibrin, Tn7 probe | FP displacement of FITC-Tn7 peptide from fibrin DD(E); 0% = median of compound wells per plate | inhibition, % at 8.3 µM | 0.13% of 370,000 active | AID 720508, 2013;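 active = inhibition above the mean of compounds falling within the control limits plus 3 SD of them, cut at about 14% in these data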;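 note: 0% = plate median of compound wells and 100% = 10 µM Aha-Tn7 peptide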
#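 Assay system: human fibrin DD(E) protein / Input: 2 µM fibrin DD(E) / Benchmarks: high control of 10 µM Aha-Tn7 peptide / Measured by: fluorescence polarization of the labelled Tn7 tracer / Medium: Tris buffer with calcium and detergent, pH 7.8 / Timing: 10 min compound pre-incubation, 3 h probe incubation at room temperature / Repeats: one replicate per compound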
# The depositor's hits bear a star; . = not tested or not shown. No enrichment for hits; about 4.6% have a hit in one of these screens.
SMILES,MBD2 inh,UHRF1 binding,PRMT1 inh,SIAE primary,proKLK7 act,TCR CD3 inh,DDE Tn6 FP inh,LEDGF integ inh,TDP2 inh,Tn7 DDE FP
Clc1ccccc1CNCC1CCCO1 (stereo unspecified),-1.0,3.9,-4.5,-4.0,-0.4,-5.0,-4.8,1.5,-17.8,1.0
O=C(NCCN1CCOCC1)c1cc(-c2ccc(F)cc2)nc2ccccc12,-0.9,-0.7,0.5,5.7,-0.6,6.3,2.5,4.0,0.1,-2.8
COc1ccc(CCNC(=O)CCS(=O)(=O)c2ccc3c(c2)NC(=O)CS3)cc1OC,-3.1,1.3,1.9,-0.1,0.3,0.6,2.5,0.8,-8.4,-2.3
COCCCN1C(=O)C(=O)/C(=C(/O)c2ccc(S(=O)(=O)N3CCOCC3)cc2)C1c1cccc(Cl)c1 (stereo unspecified),-1.7,-1.6,-1.2,-6.8,-0.5,0.6,3.5,2.2,12.1,3.8
C[C@@H]1CN([C@@H](C)CO)C(=O)CCCn2nncc2CO[C@@H]1CN(C)C(=O)Nc1ccc(-c2cccs2)cc1,-3.8,-0.3,-1.4,-1.1,0.7,0.0,-3.5,0.5,-3.3,-1.5
O=C1ON=C(c2ccc([N+](=O)[O-])cc2)/C1=C/c1ccccc1O,4.2,-0.8,7.1,3.6,0.1,-1.3,3.6,-0.7,3.7,7.3
CCOC(=O)CCCc1ccc(/C(C)=N/NC(N)=S)cc1,2.1,-2.2,3.0,1.2,-0.3,-0.7,7.1,-1.3,7.2,1.1
O=C(COc1ccc2ccccc2c1)NCC1CCCO1 (stereo unspecified),0.1,0.2,-0.6,-5.2,0.0,0.8,-8.1,-0.9,3.2,-4.2
Cc1ccc(C2(O)CN(c3ccccc3)C3=[N+]2CCS3)cc1 (stereo unspecified),5.7,5.6,5.8,-2.5,-0.2,1.7,-8.9,-3.1,8.9,-1.3
COc1cc(C(=O)N/N=C/c2ccc3c(c2)c2ccccc2n3C)ccc1O,-2.9,-4.9,2.4,-0.3,-4.4,-0.7,-7.9,1.0,-6.2,-2.3
COc1ccc(C)cc1NC(=O)NC1CCCc2ccccc21 (stereo unspecified),4.0,-0.5,0.5,-11.7,-0.3,4.3,-7.0,-1.8,-4.2,1.7
CC(C)C(NC(=O)C(Cc1ccccc1)NC(=O)OCc1ccccc1)C(=O)O (stereo unspecified),-3.6,-2.0,-1.0,8.6,0.5,0.4,-0.2,2.9,1.2,-6.3
CCCCNC(=S)NNC(=O)c1csc(C)c1C,4.2,2.1,0.8,-0.4,-0.2,-1.9,-1.0,-3.1,1.7,5.7
CCn1c(Cc2ccc(OC)cc2)nnc1SCC(=O)NC1CC1,4.2,-2.2,-0.7,5.2,-0.1,-2.3,4.3,-3.2,13.6,-4.5
O=C(N1CCOCC1)N1CCN(S(=O)(=O)c2ccc(Cl)cc2)CC1,-3.5,-0.1,-2.1,7.2,0.0,-4.7,3.9,-2.3,-4.3,4.8
CCc1ccc(NC(=S)/N=C(\N)Nc2nc(C)c3cc(CC)ccc3n2)cc1,4.8,3.7,-2.8,-18.2,-1.4,4.7,-0.1,1.9,-4.3,-5.2
Cc1ccccc1N(C)C(=O)C1CCCN1S(=O)(=O)c1cccc2cccnc12 (stereo unspecified),3.8,1.6,1.6,-0.6,-0.7,.,4.0,-4.0,-10.2,5.2
CN(C)S(=O)(=O)c1cccc(NC(=O)c2ccc3c(c2)OCCO3)c1,-4.7,-1.1,-0.8,14.8,0.0,-1.9,-2.9,0.8,2.3,4.5
Cc1ccc(-n2c(SCC(=O)Nc3ccc4c5c(cccc35)CC4)nc(O)cc2=O)cc1,-3.8,-2.7,1.1,-4.2,-0.8,3.1,-1.2,1.1,2.4,-0.9
COC(=O)COc1c(Cl)cc(C(c2c(C)[nH][nH]c2=O)c2c(C)[nH][nH]c2=O)cc1OC,-8.1,-8.4,3.4,0.4,-0.2,-6.0,-2.5,-0.3,10.4,3.0
CS(=O)(=O)c1ccccc1C(=O)Nc1cc(Cl)ccc1-n1cncn1,0.9,-0.2,0.5,1.4,0.5,7.0,5.1,-0.9,2.7,2.2
CC(c1ccccn1)N(C)C(=O)c1ccc2nc(Cc3cccc(Cl)c3)oc2c1 (stereo unspecified),3.0,1.5,0.8,7.3,0.4,3.4,-4.6,-0.3,18.1,7.8
CCOC(=O)N1CCN(C(=O)C2CCCN(S(=O)(=O)c3c(C)cc(C)cc3C)C2)CC1 (stereo unspecified),-1.2,-1.8,-1.3,-0.5,0.0,3.8,-6.3,3.3,4.9,-5.7
O=C(O)c1ccc(NCc2ccc3c(c2)OCO3)cc1,0.4,1.8,-2.0,-1.1,-0.8,0.5,1.0,-1.8,10.2,-3.0
COc1ccc(-c2cn(-c3ccc(Cl)cc3)c3[n+]2CCCCC3)cc1,-0.3,-0.8,-0.9,5.7,0.4,33.8*,-5.4,0.7,4.6,3.5

# Overlap with the part before: two entries, followed by the next part.
SMILES,MBD2 inh,UHRF1 binding,PRMT1 inh,SIAE primary,proKLK7 act,TCR CD3 inh,DDE Tn6 FP inh,LEDGF integ inh,TDP2 inh,Tn7 DDE FP
O=C(O)c1ccc(NCc2ccc3c(c2)OCO3)cc1,0.4,1.8,-2.0,-1.1,-0.8,0.5,1.0,-1.8,10.2,-3.0
COc1ccc(-c2cn(-c3ccc(Cl)cc3)c3[n+]2CCCCC3)cc1,-0.3,-0.8,-0.9,5.7,0.4,33.8*,-5.4,0.7,4.6,3.5
O=C(NC1CCN(Cc2ccccc2)CC1)c1ccc(Oc2cc(Cl)cc(Cl)c2)o1,-0.3,-0.6,-0.3,2.5,0.2,-12.6,2.8,0.0,-0.4,-2.7
CCC(=O)Nc1cc(NC(=O)CSc2ncc(-c3ccc(F)cc3)n2Cc2ccco2)ccc1C,-0.4,-2.6,1.5,9.8,0.3,-4.5,-0.8,-0.5,4.1,1.0
COc1ccc(S(=O)(=O)N2CCOCC2)cc1NC(=O)CSc1cc(C)ccc1C,4.2,7.3,4.2,-2.9,-0.4,3.1,5.9,-4.8,5.8,-2.8
CCN1CC=C2C(C1)C(c1ccc(Cl)s1)C(C#N)=C(N)C2(C#N)C#N (stereo unspecified),-5.5,-4.2,30.3*,3.7,-1.2,13.6,15.8*,0.4,-7.5,3.1
Cc1ccc2[nH]c3c(N4CCN(Cc5ccccc5)CC4)ncnc3c2c1,-2.0,0.6,-5.1,5.8,1.4,0.9,-3.1,0.3,-0.8,1.2
Clc1ccc(CSc2nccn2Cc2ccccc2)cc1,-3.4,-3.3,-0.9,6.9,-0.1,5.0,-0.6,1.0,1.7,2.9
COc1ccc(C(=O)Nc2cccc3c2CCCC3)cc1OC,-1.4,-0.3,1.1,2.2,-1.0,-6.6,3.3,0.1,5.6,0.3
Cc1c(/C=N/NC(=O)C(NC(=O)c2ccc3c(c2)OCO3)C(C)C)c2ccccc2n1C (stereo unspecified),3.1,-2.9,-0.4,3.1,-0.7,2.4,-2.1,-0.2,-0.9,-10.3
COCCN(C(=O)COC(=O)/C=C/c1ccc2c(c1)OCO2)c1c(N)n(Cc2ccccc2)c(=O)[nH]c1=O,4.4,-0.6,3.5,0.5,-0.9,-12.3,5.6,1.0,-6.5,-1.1
O=S(=O)(Nc1ccc(O)c(Sc2nc3ccccc3s2)c1)c1ccc(Cl)cc1,-3.9,-1.9,2.2,-18.5,0.9,6.7,-2.8,-1.9,-4.5,-10.5
COC(=O)c1c(-c2ccc(OC)cc2)sc2ccc(N3CCOCC3)cc12,-0.9,9.3,-0.2,7.0,-2.7,2.1,-1.2,0.5,5.5,-5.2
O=C1NCCNC(=O)c2ccccc2OCCOc2ccccc21,-2.8,5.7,0.1,-2.3,-0.4,-5.6,-4.4,3.1,-0.2,-0.1
COc1ccc(OC)c([N+](=O)[O-])c1C(N)=O,0.9,11.2,7.5,33.0*,-0.2,3.8,1.7,1.1,-3.4,-0.3
COc1ccc(CCNC(=O)C2CC3Cn4c(nc5cc(Cl)c(Cl)cc54)C3N2C)cc1 (stereo unspecified),0.5,-1.6,-0.7,5.7,0.7,13.7,7.0,1.6,7.2,1.2
O=C(NCc1ccco1)c1ccc(Br)c(S(=O)(=O)N2CCCCC2)c1,-4.6,5.6,5.0,-4.2,-0.5,-0.4,5.9,4.2,-23.8,-2.7
CCc1ccccc1NC(=O)C1CCCN(c2nccc(C)n2)C1 (stereo unspecified),3.9,0.1,0.2,5.1,-0.2,0.2,2.9,-5.7,-6.2,2.7
O=C1Nc2ccccc2O/C1=C\c1ccccc1,2.4,-2.2,0.3,-1.1,-13.5,-2.0,-3.2,0.1,14.7,10.2
COc1ccc(C2(C(=O)Nc3ccccc3)CCOCC2)cc1,7.2,14.2,0.1,-4.8,-0.8,0.9,-1.6,-1.2,8.6,0.0
Nn1c(SCC(=O)N2CCCc3ccccc32)nnc1-c1ccc(Cl)cc1,4.8,-5.7,-0.3,3.6,1.2,6.1,-0.1,-1.1,12.7,6.5
COc1ccccc1N1CCN(Cc2nc(N)nc(Nc3ccc(C)cc3)n2)CC1,-1.0,-1.4,-4.7,5.4,0.6,5.2,1.4,0.8,5.1,1.0
COc1ccc2[nH]c(C(=O)Nc3ccc(C)c(F)c3)cc2c1,-0.6,-1.8,-5.0,1.2,0.3,0.1,-1.1,3.4,-6.7,-5.5
CCOC(=O)C1CCN(C(=O)CCc2ccccc2)CC1,0.3,-1.7,-1.1,3.5,0.1,-6.0,-0.5,-0.6,7.2,-5.1
Cc1ccc(COC(=O)Cc2coc3cc(O)ccc23)cc1,4.8,-1.7,8.0,4.6,2.3,-1.2,8.5,-0.2,-5.7,-4.3
CC(=O)N1CCN(S(=O)(=O)c2cccc(C(=O)Nc3nccs3)c2)CC1,-1.8,2.6,-2.0,-0.1,0.9,-5.0,7.1,1.3,-3.5,5.3
COc1cc(/C=C2\SC(=O)N(c3ccccc3Cl)C2=O)cc([N+](=O)[O-])c1O,4.0,2.8,8.0,-1.7,-0.2,-7.9,-3.1,-1.8,20.2,-0.4
